High-throughput results deposited in PubChem by National Center for Advancing Translational Sciences (NCATS).
TrxR1 substrate – qHTS Assay for Substrates of Mammalian Selenoprotein Thioredoxin Reductase 1 (TrxR1): qHTS | Thioredoxin reductase 1, cytoplasmic (Rattus norvegicus), O89049 | purified TrxR1 substrate turnover, NADPH consumption readout | Potency, µM (top dose mostly 114 µM), inactives show at the highest dose activity change, negative = substrate turnover | 0.01% of 390,000 active; note: % is set by controls: 0 for no effect and ±100 for the full control effect; nearly all actives have a fitted effect of over 50% in size
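Rat TrxR1, dispensed at 90 nM, was prereduced with 400 uM NADPH (final) for 5 min at ~22 deg C, then incubated with compound 15 min before 400 uM selenite. A first-read NADPH fluorescence drop versus no-compound background flagged substrates.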
RGS4 inhibitor – Inhibitors of Regulator of G Protein Signaling (RGS) 4: qHTS; Transcreener GDP fluorescence polarization, RGS4-accelerated GTP hydrolysis; 0.039% of 390,000 active; Potency, µM (highest dose often 114 µM), for the others: at the highest dose activity change, negative = inhibition, actives largely listed as inhibitors; note: % is set by controls: 0 for no effect and ±100 for the full control effect; nearly all actives have a fitted effect of over 75% in size; some results filed as inactive show a strong effect at the top dose
Target sequence (P49798 whole entry, looked up): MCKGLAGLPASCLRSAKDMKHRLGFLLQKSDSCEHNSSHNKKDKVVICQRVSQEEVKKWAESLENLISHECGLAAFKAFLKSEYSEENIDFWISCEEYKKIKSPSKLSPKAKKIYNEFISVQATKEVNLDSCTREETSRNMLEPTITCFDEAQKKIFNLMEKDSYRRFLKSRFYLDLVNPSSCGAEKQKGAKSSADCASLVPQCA
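MLSMR compounds (23 nl, pin-transferred) preincubated 10 min at room temperature with a 500nM (2x) first reagent, then RGS4 at 900nM (2x) plus Transcreener GDP mix added; fluorescence polarization (620/688 nm) read before and after 90 min at 30 °C.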
IDH1 R132H inh – qHTS for Inhibitors of mutant isocitrate dehydrogenase 1 (IDH1): qHTS | IDH1-R132H enzyme, NADPH consumption, diaphorase/resazurin fluorescence | Potency, µM (titrated, usually from 76.6 µM), for the others: top-dose activity change, negative = inhibition, usual class: inhibitors | 0.093% of 390,000 active; note: % is set by controls: 0 for no effect and ±100 for the full control effect; nearly all actives have a fitted effect of over 65% in size
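IDH1-R132H (0.5 ug/mL dispensed) in pH 7.5 Tris buffer was preincubated 30 min with compound, then given a substrate mix of 0.016 mM NADPH and 2 mM alpha-KG for 80 min at room temperature; remaining NADPH was read by diaphorase/resazurin fluorescence.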
Vif-A3G inh – qHTS for Inhibitors of Vif-A3G Interactions: qHTS; Potency, µM (titrated, usually from 46.1 µM), without a hit: at the top dose activity, negative = active, most hits filed as inhibitors; HeLa A3G-eYFP + Vif (tagged APOBEC3G with the HIV-1 protein that degrades it), YFP fluorescence, overnight; DNA dC->dU-editing enzyme APOBEC-3G (Homo sapiens), Q9HC16; AID 602310, 2012; 0.076% of 410,000 active;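 note: % is set by controls: 0 for no effect and ±100 for the full control effect; nearly all actives have a fitted effect of over 60% in size; hits raise eYFP signal because A3G escapes Vif-driven loss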
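Read-out is eYFP fluorescence (Ex 488/Em 500-530) from Vif-expressing HeLa A3G-eYFP cells; more signal means A3G escaped Vif-mediated degradation. Cells plated overnight, compound pinned in, incubated overnight at 37 deg C.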
TrxR1 inh – qHTS Assay for Inhibitors of Mammalian Selenoprotein Thioredoxin Reductase 1 (TrxR1): qHTS. recombinant rTrxR1, NADPH fluorescence consumption, selenite substrate. 1% of 390,000 active. Potency, µM (doses to about 114 µM), for inactives: at the highest dose activity change, negative = inhibition, hits mostly inhibitors; note: % is set by controls: 0 for no effect and ±100 for the full control effect; nearly all actives have a fitted effect of over 65% in size
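Rat TrxR1 (90 nM in the dispensed reagent) was pre-reduced with 400 uM NADPH for 5 min at room temperature, then incubated with compound for 15 min. After 400 uM selenite was added, NADPH fluorescence (Ex 340/Em 450 nm) was followed for 8 min.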
Vif-A3F inh – qHTS for Inhibitors of Vif-A3F Interactions: qHTS | 0.2% of 390,000 active | Potency, µM (series often up to 46.1 µM), inactives show at the highest dose activity, negative = active | AID 602313, 2012 | HeLa A3F-eYFP + Vif (tagged APOBEC3F with the HIV-1 protein that degrades it), YFP fluorescence increase; note: % of control where 0% means no effect; nearly all actives have a fitted effect of over 65% in size
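HeLa cells stably expressing A3F-eYFP plus Vif, plated and incubated overnight at 37 deg C, then exposed to compounds overnight at 37 deg C. Blocked degradation read as raised yellow fluorescence (Ex 488/Em 500-530).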
ALOX12 inh – Primary qHTS assay for inhibitors of human arachidonate 12S-lipoxygenase (ALOX12): Round 2; Polyunsaturated fatty acid lipoxygenase ALOX12 (Homo sapiens), P18054; purified 12hLO, xylenol orange hydroperoxide absorbance; Potency, µM (series often up to 108 µM), for the others: top-dose activity change, negative = inhibition, most hits filed as inhibitors; 1.1% of 580,000 active; note: % is set by controls: 0 for no effect and ±100 for the full control effect
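Purified human 12hLO (150 nM final) in 25 mM Hepes, 0.01% Triton X-100, pH 7.0 was preincubated 15 min at room temperature with compound. Then 40 uM arachidonic acid was added, 30 min. Hydroperoxide was read by Fe-XO absorbance ratio 573/405 nm.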
RXFP1 agonist – qHTS Assay for Agonists of the Relaxin Receptor RXFP1 | Relaxin receptor 1 (Homo sapiens), Q9HBX9 | HEK293T-RXFP1 cAMP TR-FRET, 30 min; response scale: percent of porcine relaxin response, buffer zero | Potency, µM (series often up to 57.5 µM), for inactives: top-dose activation, most hits filed as activators | 0.3% of 370,000 active | AID 2676, 2010; note: % is set by controls: 0 for no effect and ±100 for the full control effect; nearly all actives have a fitted effect of over 60% in size; many of its hits are not listed in these tables
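Agonist response is measured as cAMP accumulation in an RXFP1-transfected HEK293T line under PDE4 inhibition. Values are scaled between buffer-only and 29 nM porcine relaxin, and EC50s come from standard Hill equation fits.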
USP1-UAF1 inh – Inhibitors of USP1/UAF1: Primary Screen | recombinant USP1/UAF1, Ub-Rhodamine cleavage fluorescence | 0.23% of 390,000 active | Ubiquitin carboxyl-terminal hydrolase 1 (Homo sapiens), O94782 | Potency, µM (titrated, usually from 57.1 µM), inactives show at the highest dose activity change, negative = inhibition, hits mostly inhibitors | AID 743255, 2014; note: % is set by controls: 0 for no effect and ±100 for the full control effect; nearly all actives have a fitted effect of over 60% in size; inactives centre near -12
Target sequence (O94782 whole entry, looked up): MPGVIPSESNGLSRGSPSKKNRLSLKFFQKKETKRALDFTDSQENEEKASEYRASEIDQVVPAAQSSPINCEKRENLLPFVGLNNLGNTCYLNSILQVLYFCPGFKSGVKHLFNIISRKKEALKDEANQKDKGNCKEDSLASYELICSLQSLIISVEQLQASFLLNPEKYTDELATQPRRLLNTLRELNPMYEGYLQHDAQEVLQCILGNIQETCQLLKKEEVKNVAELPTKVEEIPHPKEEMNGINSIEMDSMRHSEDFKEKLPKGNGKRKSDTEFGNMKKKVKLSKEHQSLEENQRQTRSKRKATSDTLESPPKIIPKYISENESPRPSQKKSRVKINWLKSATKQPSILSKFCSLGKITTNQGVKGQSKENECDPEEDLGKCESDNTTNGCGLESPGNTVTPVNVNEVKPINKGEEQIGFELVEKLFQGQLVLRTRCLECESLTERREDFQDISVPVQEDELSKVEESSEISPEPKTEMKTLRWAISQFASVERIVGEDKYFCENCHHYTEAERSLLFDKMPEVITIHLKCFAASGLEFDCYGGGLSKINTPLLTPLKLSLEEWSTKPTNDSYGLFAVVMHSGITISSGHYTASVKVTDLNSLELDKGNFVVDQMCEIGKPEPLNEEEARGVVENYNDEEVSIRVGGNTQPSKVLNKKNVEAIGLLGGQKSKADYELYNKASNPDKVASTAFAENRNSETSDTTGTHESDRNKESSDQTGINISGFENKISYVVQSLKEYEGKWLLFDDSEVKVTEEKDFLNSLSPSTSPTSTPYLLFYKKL
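In this screen, compounds sit with the deubiquitinase complex (1nM) for 15 min at room temperature before Ub-Rho is added at 150nM final. Fluorescence rise is then followed for 6 reads every 60 seconds.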
* hit, by the source's call; ? = inconclusive; · = not tested or not shown; [ ] = another dose, or the depositor's remark. Calls come from the whole dose curve; as a rule, active = well fitted curve in the direction sought with a large enough effect; inconclusive = small, poorly fitted or top-dose-only effect, or another doubt; inactive = no such curve, though single readings can be large; an effect the other way counts as inactive or inconclusive. Potency is the fitted concentration of half-maximal effect.

entry | mol | TrxR1 substrate | RGS4 inhibitor | IDH1 R132H inh | Vif-A3G inh | TrxR1 inh | Vif-A3F inh | ALOX12 inh | RXFP1 agonist | USP1-UAF1 inh
1 | COc1ccccc1Nc1nc(N(C)c2ccccc2)nc(N)c1[N+](=O)[O-] | 1% | 13% | -2% | 2% | 12% | 3% | · | 2.3% | -21%
2 | CCC(c1nnnn1Cc1cccs1)N1CCN(C(=O)c2ccco2)CC1 (stereo not given) | 2% | 4% | -4% | -3% | 12% | -7% | -5% | -1.8% | -23%
3 | COC(C[C@@H]1O[C@@H]1C(=O)[C@H](C)OCc1ccccc1)OC | 6%[57.1 µM] | 0% | 19% | 1% | 9%[57.1 µM] | -7% | -7% | · | -24%
4 | O=C(NC1CCCCC1)c1n[nH]c2c1CCCCC2 | 0% | 19% | -2% | 3% | 13% | -2% | 7% | 0.5% | -25%
5 | C=CCC[C@H](Cc1ccc(F)cc1)C(=O)OC[C@@H](NC(=O)[C@H](CC=C)CC(=O)NCCO)C(C)(C)C | -1% | -9% | 11% | -2% | 7% | -2% | -7% | · | -23%
6 | O=C(NNC(=S)Nc1ccc(Cl)cc1)c1cccs1 | -2% | -15%[56.9 µM] | -5% | 0% | ? | 1% | -12% | -2.2% | -4%
7 | COC(=O)C(C)Sc1nc(N)c(NC(=O)c2ccco2)c(=O)[nH]1 (stereo not given) | -2%[57.1 µM] | 10% | -5% | 0% | 8%[57.1 µM] | -1% | ? | -5.1% | -11%
8 | Cc1nc(NC(=O)c2ccccc2)sc1-c1csc(N)n1 | 0%[57.1 µM] | ? | -3% | -11% | 20%[57.1 µM] | 3% | ? | 1.1% | -17%
9 | COc1ccc(OC)c(/C=N/NC(=O)c2ccc(N(C)S(=O)(=O)c3ccccc3)cc2)c1 | 13% | 18% | -5% | 1% | 21% | -2% | 0% | 2.1% | -15%
10 | CCc1ccc(-n2c(SCC(=O)N3Cc4ccccc4CC3C(=O)O)nnc2-c2ccncc2)cc1 (stereo not given) | 2% | 10% | -4% | -1% | -3% | 2% | -22% | -1.0% | -27%
11 | CCCCNS(=O)(=O)c1ccc(OC)c(C)c1 | -6% | 18% | -3% | -4% | 7%[57.1 µM] | -7% | 0% | -3.2% | -22%
12 | COC(=O)C1=C(Nc2cc(Cl)cc(Cl)c2)CSC1 | 6%[57.1 µM] | 34% | 3% | 4% | -7%[57.1 µM] | 11% | 9% | 0.2% | 5%
13 | CCOC(=O)N1CCC(NC(=O)CCC(=O)N2CC(C)Oc3ccc(Cl)cc32)CC1 (stereo not given) | 14% | -30% | 4% | -1% | 15%[57.1 µM] | 5% | 1% | 0.8% | -11%
14 | COc1ccc(-n2c(SCC(=O)N3CCc4ccccc43)nnc2-c2c[nH]c3ccccc23)cc1 | 9%[57.1 µM] | -9% | -5% | 2% | 5%[57.1 µM] | -5% | 22% | 2.4% | -15%
15 | COCCCNCC(O)COc1cccc2[nH]c(C)cc12 (stereo not given) | 10% | -2% | -6% | 1% | 84%[activator] | 8% | 18% | -0.4% | -27%
16 | COC(=O)C1=C(C(=O)OC)C(c2cc(Br)ccc2O)c2sc(=O)[nH]c2S1 (stereo not given) | -3% | ? | -15% | 5% | -21% | -11% | 45µM* | 4.9% | -25%
17 | CCCOC(=O)c1c(NC(=O)CSc2nc(-c3ccco3)cc(C(F)(F)F)n2)sc(C(=O)OC)c1C | 2% | -22% | 6% | 4% | 18% | -5% | 10% | 2.2% | -23%
18 | CC(O)c1cccc(NC(=O)CCC(=O)O)c1 (stereo not given) | 9% | -5% | -2% | 0% | 23% | -9% | -25%[57.4 µM] | 1.9% | 8%
19 | COc1ccccc1-c1nnc(SCC(=O)NC2CCCCC2)n1N | 9% | -42% | 0% | 1% | 14% | 5% | -3% | · | -5%
20 | CC(C)c1nc(-c2ccccn2)no1 | -5% | -14% | 20% | 1% | -8% | 2% | -12% | 1.8% | -19%
21 | CCOc1ccccc1-n1c(SCC(N)=O)nnc1-c1ccco1 | -6% | 18% | 2% | 2% | 7% | -18% | ? | -0.2% | 3%
22 | O=C(NCc1ccc2c(c1)OCO2)c1ccccn1 | -5% | -1% | 1% | 4% | -15% | -9% | 8% | 13% | -4%
23 | Cc1cc(OCC(=O)NN2C(=O)c3ccccc3C2=O)ccc1Cl | -7% | 3% | -11% | 1% | 1% | -1% | -38% | 0.7% | 8%
24 | CN(C)CCCn1c2c(c(SCC(=O)Nc3ccc4c(c3)OCO4)nc1=O)CCCC2 | -7% | -10% | 0% | 0% | -12% | 5% | -13% | 4.2% | -3%
25 | COC(=O)c1ccccc1C(=O)N(Cc1cccnc1)CC1CCCN(C2CCCCC2)C1 (stereo not given) | 8% | -9% | 8% | 1% | 17% | 1% | -14% | 1.9% | -20%
26 | CCOC(=O)C(NC(=O)Nc1ccc(Cl)cn1)(Oc1ccc(F)cc1)C(F)(F)F (stereo not given) | -1%[57.1 µM] | -16% | 4% | 7% | -5%[57.1 µM] | -4% | 1% | -0.3% | -16%
27 | O=C1OCc2cc(NS(=O)(=O)c3cccs3)ccc21 | -4% | -11% | 2% | 1% | 10%[57.1 µM] | 3% | 1% | -1.3% | -13%
28 | CCOc1ccc(CNc2ccc(N3CCCC3)cc2)cc1 | 6% | ? | 23% | -5% | ? | ? | ? | -3.2% | -25%
29 | O=C(Nc1ccc([N+](=O)[O-])cc1)N1CCc2ccccc2C1 | -17% | 7% | 8% | 0% | 20%[57.1 µM] | 12% | ? | -0.7% | -14%
30 | CCOC(=O)Cc1cc(=O)n2[nH]cc(-c3ccc(Cl)cc3)c2n1 | 12%[57.1 µM] | -29% | 0% | 1% | 11%[57.1 µM] | -1% | -21% | 4.4% | -23%
31 | CCOC(=O)c1sc2ncn(C(C)C(=O)OC)c(=O)c2c1C (stereo not given) | -4% | -20% | 11% | -4% | -2% | -1% | 56%[activator] | 2.5% | -2%
32 | COc1ccc(-c2nnc(SCC(=O)N3CCC(C)CC3)o2)cc1 | 5% | -16% | -6% | -3% | 5% | -3% | 5% | 1.0% | ?
33 | COc1ccc(C(C(=O)NC(C)(C)C)N(CCC(C)C)C(=O)CCC(=O)Nc2cc(C)on2)cc1 (stereo not given) | 8% | -16% | 0% | 0% | 23% | -7% | -19% | 1.3% | 1%
34 | COC(=O)c1cc(C(C)=O)c(C)[nH]c1=O | -2% | 11% | 2% | 7% | 6% | -2% | 10% | 4.6% | -20%
35 | COc1cc(C)nc(N2CCC(C(=O)NC3CCCCC3)CC2)n1 | -3% | -19% | -1% | -1% | 7% | -4% | -5% | 0.9% | 0%
36 | C=CCOC(=O)C1=C(C)Nc2ncnn2C1c1cccs1 (stereo not given) | 6%[57.1 µM] | 8% | 8% | 0% | 4%[57.1 µM] | -7% | -8% | -0.9% | 1%
37 | Cc1ccc2cc(CCNC(=O)CCCc3ccccc3)c(=O)[nH]c2c1 | 2% | 8% | 7% | 5% | 38%[activator] | -2% | 11% | 4.6% | -11%
38 | Cc1cnc(C(=O)OC(C(=O)c2ccccc2)c2ccccc2)cn1 (stereo not given) | 1% | 2% | -8% | 0% | 8% | -2% | -4% | 1.2% | -5%
39 | Cc1ccn2c(Nc3ccc4c(c3)OCCO4)c(-c3cccs3)nc2c1 | 28% | -14% | -20% | -2% | -2% | 0% | ? | 7.6% | -15%
40 | O=C(CSc1nncs1)NCc1ccc(F)cc1 | 1% | -30% | 5% | -6% | 12% | 12% | 19% | 2.7% | -5%
41 | CC1CCCC(NC(=O)C2COc3ccccc3O2)C1C (stereo not given) | -8% | -7% | 3% | 1% | -1% | -1% | 169%[activator] | 1.3% | -9%
42 | CCCn1nnc(NC(=S)NC(=O)/C=C/c2ccco2)n1 | 1%[57.1 µM] | -29% | -7% | 1% | ? | 4% | ? | -3.6% | -15%
43 | COc1ccc(NC(=O)CCCNC(=O)c2ccc(Cl)cc2)c(OC)c1 | -3% | -2% | 4% | -7% | 13% | -23% | 12% | 0.1% | -1%
44 | CCC1CCCCN1C(=O)CSc1nnc(-c2c[nH]c3ccccc23)o1 (stereo not given) | -7% | -10% | 3% | -7% | 9% | 3% | 3% | 1.6% | -10%
45 | Cc1nc2c(c(C)nn2-c2ccccc2)c(C)c1CCC(=O)NCCc1ccc(Cl)cc1 | 23% | 4% | -7% | 0% | 1% | 2% | -24% | 10% | -6%

Three compounds from above, showing only USP1-UAF1 inh, RGS4 inhibitor and Vif-A3G inh:
| No. | structure | USP1-UAF1 inh | RGS4 inhibitor | Vif-A3G inh |
| --- | --- | --- | --- | --- |
| 35 | COc1cc(C)nc(N2CCC(C(=O)NC3CCCCC3)CC2)n1 | 0% | -19% | -1% |
| 36 | C=CCOC(=O)C1=C(C)Nc2ncnn2C1c1cccs1 (stereo not given) | 1% | 8% | 0% |
| 37 | Cc1ccc2cc(CCNC(=O)CCCc3ccccc3)c(=O)[nH]c2c1 | -11% | 8% | 5% |

This is a subset (hit frequency here may not be typical).
